OX1R antag-1: antagonists of human orexin 1 receptor; CHO/OX1R cells, Fluo-8 calcium fluorescence, orexin A; inhibition, % at 5 µM; actives 0.43% (n = 330,000); AID 434989;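 active = inhibition above its plate's threshold, mean inhibition of all tested compounds on the plate plus 3 SD, cut at about 37% in these data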;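 note: 0% = orexin A challenge wells and 100% = SB-334867-A antagonist wells; not every result past the cut was called active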
Target sequence (O43613 whole entry, looked up): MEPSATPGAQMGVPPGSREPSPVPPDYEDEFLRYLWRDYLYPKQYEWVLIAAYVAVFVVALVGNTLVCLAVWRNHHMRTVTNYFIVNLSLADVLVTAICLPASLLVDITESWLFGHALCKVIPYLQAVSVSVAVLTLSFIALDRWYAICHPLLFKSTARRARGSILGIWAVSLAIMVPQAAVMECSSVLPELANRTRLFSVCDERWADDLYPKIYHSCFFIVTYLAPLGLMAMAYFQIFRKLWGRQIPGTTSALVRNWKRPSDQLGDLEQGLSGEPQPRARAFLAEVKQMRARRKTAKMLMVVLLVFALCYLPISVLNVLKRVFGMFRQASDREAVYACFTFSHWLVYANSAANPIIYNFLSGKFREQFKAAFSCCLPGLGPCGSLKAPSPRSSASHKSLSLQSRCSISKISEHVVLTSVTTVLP
OX1R antag-2: antagonists of human orexin 1 receptor (OX1R); inhibition, % at 6.6 µM; actives 1.8% (n = 330,000); AID 485270; O43613; OX1R-expressing cells, FRET antagonist read-out; in the data active = inhibition mostly above about 38%, no sharp cut-off; inactive = mostly below about 40%;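 note: 0% = agonist challenge alone and 100% = reference antagonist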
Numbers without * were called inactive.

Screening O=S(=O)(NCCS(=O)(=O)N1CCN(c2ccccc2)CC1)c1ccc(F)cc1 returned OX1R antag-1 -28 and OX1R antag-2 11.
For COc1ccc(CCNC(=O)CSCc2ccc(C)cc2)cc1OC the results were OX1R antag-1 -18 and OX1R antag-2 11.
For CCCCc1ccc(-c2csc(/C(C#N)=C/c3ccco3)n2)cc1 the results were OX1R antag-1 -11 and OX1R antag-2 18.
NC(=O)COC(=O)c1ccc2noc(-c3ccccc3)c2c1 was read as OX1R antag-1 -15 and OX1R antag-2 18.
Screening Cc1sc2ncn(CC(=O)NCCN3CCOCC3)c(=O)c2c1S(=O)(=O)N1CCC(C)CC1 returned OX1R antag-1 -17 and OX1R antag-2 28.
`O=C(Nc1ccc([N+](=O)[O-])cn1)c1cc(-c2cccc(Br)c2)nc2ccccc12` gave OX1R antag-1 -9 and OX1R antag-2 16.
For COc1ccc(-c2ocnc2C(=O)N2CCN(C(c3ccccc3)c3ccccc3)CC2)cc1 the results were OX1R antag-1 -40 and OX1R antag-2 8.
For CSc1nc(-c2ccccc2)nc(NC(=O)C(C)C)c1C(C)=O the results were OX1R antag-1 -19 and OX1R antag-2 16.
For Cc1cccc(OCC(=O)OCC(=O)c2c(N)n(C)c(=O)n(C)c2=O)c1 the results were OX1R antag-1 -17 and OX1R antag-2 15.
Screening CCC(c1ccccc1)c1nc(-c2cccnc2)no1 (centres undefined) returned OX1R antag-1 1 and OX1R antag-2 33.
`COc1ccc2c(c1OC)C(=O)N1c3ccccc3COC21` (centres undefined) gave OX1R antag-1 -42 and OX1R antag-2 37.
O=C1N=c2ccccc2=C1c1sc(=S)n(Cc2ccccc2Cl)c1O was read as OX1R antag-1 -8 and OX1R antag-2 6.
`CCC(C)[C@@H](CN(N=O)[C@@H](Cc1ccccc1)CN(C)N=O)N(CCc1ccccc1)N=O` (some centres undefined) gave OX1R antag-1 -20 and OX1R antag-2 16.
For COc1ccc(N2CCN(C(=O)CNC(=O)c3ccco3)CC2)cc1 the results were OX1R antag-1 7 and OX1R antag-2 4.
For CCc1cccc(C)c1NC(=O)CCOc1ccccc1 the results were OX1R antag-1 -13 and OX1R antag-2 17.

Of the compounds above, these have four or more nitrogen atoms:
Screening Cc1sc2ncn(CC(=O)NCCN3CCOCC3)c(=O)c2c1S(=O)(=O)N1CCC(C)CC1 returned OX1R antag-1 -17 and OX1R antag-2 28.
`O=C(Nc1ccc([N+](=O)[O-])cn1)c1cc(-c2cccc(Br)c2)nc2ccccc12` gave OX1R antag-1 -9 and OX1R antag-2 16.
`CCC(C)[C@@H](CN(N=O)[C@@H](Cc1ccccc1)CN(C)N=O)N(CCc1ccccc1)N=O` (some centres undefined) gave OX1R antag-1 -20 and OX1R antag-2 16.

Back to the main list, repeating the five entries before the break.
`COc1ccc2c(c1OC)C(=O)N1c3ccccc3COC21` (centres undefined) gave OX1R antag-1 -42 and OX1R antag-2 37.
O=C1N=c2ccccc2=C1c1sc(=S)n(Cc2ccccc2Cl)c1O was read as OX1R antag-1 -8 and OX1R antag-2 6.
`CCC(C)[C@@H](CN(N=O)[C@@H](Cc1ccccc1)CN(C)N=O)N(CCc1ccccc1)N=O` (some centres undefined) gave OX1R antag-1 -20 and OX1R antag-2 16.
For COc1ccc(N2CCN(C(=O)CNC(=O)c3ccco3)CC2)cc1 the results were OX1R antag-1 7 and OX1R antag-2 4.
For CCc1cccc(C)c1NC(=O)CCOc1ccccc1 the results were OX1R antag-1 -13 and OX1R antag-2 17.
`COc1cc(C(C[N+](=O)[O-])c2c(-c3ccccc3)cc3ccccn23)cc(OC)c1OC` (centres undefined) gave OX1R antag-1 -18 and OX1R antag-2 11.
Screening COCc1ccc(CN2CCC(C(=O)Nc3cccc(-c4cccc(Cl)c4)c3)CC2)o1 returned OX1R antag-1 74* and OX1R antag-2 12.
CCOc1cc(/C=N/NC(N)=O)cc(Br)c1OCC(=O)Nc1ccccc1C was read as OX1R antag-1 -32 and OX1R antag-2 17.
For COc1ccc(/C=C2\SC(=S)N(NC(=O)c3ccncc3)C2=O)cc1OC the results were OX1R antag-1 -19 and OX1R antag-2 22.
For COc1cccc(CCNC(=O)CCc2nnc(-c3ccc4c(c3)OCO4)o2)c1 the results were OX1R antag-1 -28 and OX1R antag-2 6.
CN(CC(=O)Nc1ccccc1Cl)C(=O)COC(=O)Cc1c(F)cccc1Cl was read as OX1R antag-1 -8 and OX1R antag-2 14.
Screening Cc1cnc(SCc2cnc(C)nc2N)nc1 returned OX1R antag-1 4 and OX1R antag-2 5.
Screening COc1cccc(OCc2cc(C(=O)N(C)C3CC(C)(C)NC(C)(C)C3)no2)c1 returned OX1R antag-1 -24 and OX1R antag-2 13.
For CCc1cccc(NS(=O)(=O)c2ccc3c(c2)n(C)c(=O)n3C)c1 the results were OX1R antag-1 -20 and OX1R antag-2 17.
Screening CCOc1ccc(N(CC(=O)NCCSCc2ccc(Cl)cc2)S(C)(=O)=O)cc1 returned OX1R antag-1 -26 and OX1R antag-2 8.
Screening COc1ccccc1N(CC(=O)Nc1ccc(S(=O)(=O)N2CCOCC2)cc1)S(C)(=O)=O returned OX1R antag-1 -2 and OX1R antag-2 4.
`COc1ccc(C(=O)O)cc1Nc1cc(C)nc2ncnn12` gave OX1R antag-1 4 and OX1R antag-2 4.
`O=[N+]([O-])c1ccc(N2CCCC2)cc1NC(c1ccccc1)c1ccccc1` gave OX1R antag-1 -12 and OX1R antag-2 14.
Screening CC(SC1=NCCN1S(C)(=O)=O)c1ccccc1 (centres undefined) returned OX1R antag-1 -9 and OX1R antag-2 13.
Screening C/C(=N\NC(=O)c1nnn(-c2nonc2N)c1CN1CCCCC1)c1ccccc1O returned OX1R antag-1 -18 and OX1R antag-2 16.
Screening O=C(Nc1nccs1)C1C2/C=C\CCCCC21 (centres undefined) returned OX1R antag-1 -18 and OX1R antag-2 35.
Cc1nnc(Oc2ccccc2)c2ccccc12 was read as OX1R antag-1 -16 and OX1R antag-2 38.
`CCn1c(=O)c(-[n+]2ccccc2)c(O)c2ccccc21` gave OX1R antag-1 0 and OX1R antag-2 22.
`N#CC(C#N)=Cc1cc2ccccc2nc1N1CCOCC1` gave OX1R antag-1 1 and OX1R antag-2 14.
`O=S(=O)(c1ccc(NC(=S)N/N=C/c2cccc(Oc3ccccc3)c2)cc1)N1CCOCC1` gave OX1R antag-1 -8 and OX1R antag-2 3.
Screening CCc1ccc(N2C(=O)CC(N3CCN(c4ccccn4)CC3)C2=O)cc1 (centres undefined) returned OX1R antag-1 -19 and OX1R antag-2 -3.
`C=CCN=C1CC(C)(C)CC(=O)/C1=C(/O)CCC(=O)OC` gave OX1R antag-1 -11 and OX1R antag-2 12.
CCS(=O)(=O)N1CCCC(C(=O)NC2CCCC2)C1 (centres undefined) was read as OX1R antag-1 5 and OX1R antag-2 26.
Screening CCNc1oc(-c2cccc3ccccc23)nc1C#N returned OX1R antag-1 55* and OX1R antag-2 89*.
Screening CCN(Cc1nc2ccccc2c(=O)[nH]1)C(=O)COc1ccccc1-c1ccccc1 returned OX1R antag-1 -9 and OX1R antag-2 14.
Screening CSc1ccc(C2(O)Cc3cccc[n+]3C2c2ccccc2)cc1 (centres undefined) returned OX1R antag-1 -25 and OX1R antag-2 8.
NC(=O)Cn1c(=O)n(CCCC(=O)NC2CCN(Cc3ccccc3)CC2)c(=O)c2ccccc21 was read as OX1R antag-1 14 and OX1R antag-2 9.
O=C(CSc1nnc(-c2ccccc2)n1Cc1ccco1)Nc1ccc(S(=O)(=O)N2CCCC2)cc1 was read as OX1R antag-1 -26 and OX1R antag-2 17.
`O=C(O)/C=C/c1cccc(NC(=O)c2ccccc2)c1` gave OX1R antag-1 0 and OX1R antag-2 4.
For CC(c1ccon1)N(C)Cc1cn(Cc2ccccc2)nc1-c1ccc2c(c1)OCO2 (centres undefined) the results were OX1R antag-1 -27 and OX1R antag-2 26.

Next part, starting with the last four of the part before.
NC(=O)Cn1c(=O)n(CCCC(=O)NC2CCN(Cc3ccccc3)CC2)c(=O)c2ccccc21 was read as OX1R antag-1 14 and OX1R antag-2 9.
O=C(CSc1nnc(-c2ccccc2)n1Cc1ccco1)Nc1ccc(S(=O)(=O)N2CCCC2)cc1 was read as OX1R antag-1 -26 and OX1R antag-2 17.
`O=C(O)/C=C/c1cccc(NC(=O)c2ccccc2)c1` gave OX1R antag-1 0 and OX1R antag-2 4.
For CC(c1ccon1)N(C)Cc1cn(Cc2ccccc2)nc1-c1ccc2c(c1)OCO2 (centres undefined) the results were OX1R antag-1 -27 and OX1R antag-2 26.
`COc1ccc(CN(C(=O)c2cc3ccccc3oc2=O)C2CCCCC2)cc1OC` gave OX1R antag-1 -36 and OX1R antag-2 22.
O=C(O)c1cccc(N/N=C/c2ccc(OC(F)(F)F)cc2)c1 was read as OX1R antag-1 -18 and OX1R antag-2 1.
For CCN1C(=O)N[C@@H](c2cccs2)C(C(=O)OC)=C1C the results were OX1R antag-1 -23 and OX1R antag-2 13.
CC(=O)c1ccc(NC(=S)NC(=O)/C=C/c2ccco2)cc1 was read as OX1R antag-1 -12 and OX1R antag-2 7.
CC(=O)c1c(C)[nH]c(C(=O)Nc2cccc(C)n2)c1C was read as OX1R antag-1 -7 and OX1R antag-2 7.
CCCOc1ccc(/C=C2/C(=O)ON=C2C)cc1Cl was read as OX1R antag-1 -7 and OX1R antag-2 -6.
O=C(CN1CCN(S(=O)(=O)c2ccc(F)cc2)CC1)Nc1ccc(Cl)c(C(F)(F)F)c1 was read as OX1R antag-1 37 and OX1R antag-2 47.
For CCOC(=O)c1c(CC(C)C)csc1N the results were OX1R antag-1 -22 and OX1R antag-2 11.
For CCCN1C(=O)C(=O)c2cc(Cl)ccc21 the results were OX1R antag-1 3 and OX1R antag-2 49*.
For Cn1cnnc1SCC(=O)NNC(=O)COc1ccc(Br)cc1 the results were OX1R antag-1 -9 and OX1R antag-2 5.
For COC(=O)c1ccc(C2/C(=C(/O)c3ccc(Cl)cc3)C(=O)C(=O)N2C2CCS(=O)(=O)C2)cc1 (centres undefined) the results were OX1R antag-1 -5 and OX1R antag-2 9.
`CCOc1ccc(NS(=O)(=O)c2ccc(C(=O)NCC(c3ccc(OC)cc3)N3CCOCC3)cc2)cc1` (centres undefined) gave OX1R antag-1 -10 and OX1R antag-2 -1.
Screening COc1cccc(C2(O)CCN(C(=O)C3CC3)CC2)c1 returned OX1R antag-1 -3 and OX1R antag-2 0.
Screening O=C(CSc1nc2ccccc2s1)NNC(=O)Nc1ccc(Cl)c(Cl)c1 returned OX1R antag-1 -14 and OX1R antag-2 11.
`CC(O)CC(C(=O)NNc1ccccc1)C(=O)NNc1ccccc1` (centres undefined) gave OX1R antag-1 -13 and OX1R antag-2 7.
For Cc1cc(C)n(/C(=C\N(C)C)C(=O)c2ccc(Cl)cc2)n1 the results were OX1R antag-1 -11 and OX1R antag-2 15.
For O=C(COC(=O)Cc1ccsc1)Nc1ccc(Br)cc1 the results were OX1R antag-1 -7 and OX1R antag-2 4.
C=CCN1C(=O)N/C(=C/c2ccccc2OCC(=O)Nc2ccc(F)cc2)C1=O was read as OX1R antag-1 3 and OX1R antag-2 14.
For CCCCc1[nH]c(=O)c(C#N)c2c1CCCC2 the results were OX1R antag-1 -21 and OX1R antag-2 9.
C=C(C)C1CC=C(C)/C(=N/Nc2ccccc2[N+](=O)[O-])C1 (centres undefined) was read as OX1R antag-1 2 and OX1R antag-2 -1.
Screening CC1Cc2cc(S(=O)(=O)N3CCCCC3)ccc2N1C(=O)C1CCC1 (centres undefined) returned OX1R antag-1 -5 and OX1R antag-2 10.
Screening CCC(C(=O)Nc1c2c(nn1C(C)(C)C)CS(=O)(=O)C2)c1ccccc1 (centres undefined) returned OX1R antag-1 -13 and OX1R antag-2 0.
For C=CCn1c(SCC(=O)N2CCc3ccccc3C2)nc2ccccc2c1=O the results were OX1R antag-1 -18 and OX1R antag-2 64.
`Cc1oc(C)c(C(=O)O)c1C(=O)O` gave OX1R antag-1 -12 and OX1R antag-2 3.
O=C(Nc1ccc(Cl)cn1)c1ccccc1SCc1ccccc1 was read as OX1R antag-1 -39 and OX1R antag-2 1.
Screening O=C(Nc1nnc(S(=O)(=O)N2CCCCCC2)s1)c1cccc(Br)c1 returned OX1R antag-1 -15 and OX1R antag-2 29.
Screening COc1cc(-c2nc3ccccn3c2/N=C/c2cc(OC)c(OC)c(OC)c2)ccc1O returned OX1R antag-1 -30 and OX1R antag-2 9.
For COc1ccc(C(=O)Nc2ccc(C(=O)N3CCCCC3)cc2)cc1OC the results were OX1R antag-1 -18 and OX1R antag-2 6.
CC(=O)c1cccc(Nc2nc(=O)c3cccnc3s2)c1 was read as OX1R antag-1 -16 and OX1R antag-2 11.
For CCC(=O)N1CCc2cc(Br)cc(S(=O)(=O)N(C)c3ccc(OC)cc3OC)c21 the results were OX1R antag-1 -9 and OX1R antag-2 11.
Screening CCOC(=O)N1CCN(C(=O)CCCn2nnnc2CN2CCC(C)CC2)CC1 returned OX1R antag-1 -10 and OX1R antag-2 11.
Screening CC(=O)Nc1ccc(NC(=O)CSc2nc3nc(-c4cccs4)cc(C(F)(F)F)c3c(=O)[nH]2)cc1 returned OX1R antag-1 -4 and OX1R antag-2 5.
Cc1cc(C(F)F)n2nc(C(=O)Nc3ccccc3Br)nc2n1 was read as OX1R antag-1 -19 and OX1R antag-2 13.
CCn1ccnc1CNC(=O)CC1C(=O)NCCN1Cc1ccccc1F (centres undefined) was read as OX1R antag-1 -10 and OX1R antag-2 18.
Screening COc1ccccc1C=NNC(=O)c1ccccc1OCCOc1ccccc1 returned OX1R antag-1 20 and OX1R antag-2 18.
For COc1ccc(-c2cn[nH]c2-c2ccc(OCc3ccccc3)cc2O)cc1 the results were OX1R antag-1 16 and OX1R antag-2 8.
For CCOc1ccccc1N1CC(C(=O)Nc2c(C)n(C)n(-c3ccccc3)c2=O)CC1=O (centres undefined) the results were OX1R antag-1 -18 and OX1R antag-2 23.
